Screens as filed in PubChem.
Casp6 inh = inhibitors of human caspase-6; inhibition, % at 12.5 µM; P55212; AID 686996; purified caspase-6, Z-VEID-R110 cleavage fluorescence; hit rate 0.53% among 350,000;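 active = mean inhibition across replicates at least about 35%, with every replicate also reaching that limit, limit read from the data; inconclusive = only one of the two criteria met; inactive = neither criterion met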;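 also: 0% = median of neutral control wells and 100% = no fluorescence left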
Target sequence (P55212 24-179 limits assumed): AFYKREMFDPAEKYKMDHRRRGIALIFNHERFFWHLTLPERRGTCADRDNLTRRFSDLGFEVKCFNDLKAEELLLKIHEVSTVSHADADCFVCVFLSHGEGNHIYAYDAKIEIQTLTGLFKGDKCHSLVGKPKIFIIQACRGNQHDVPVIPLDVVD
Target sequence (P55212 194-293 limits assumed): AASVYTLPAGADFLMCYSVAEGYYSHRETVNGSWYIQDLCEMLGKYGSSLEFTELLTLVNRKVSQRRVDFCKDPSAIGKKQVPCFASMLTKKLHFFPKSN
RAD54 branch = RAD54 (human) branch migration inhibition | RAD54 Holliday junction branch migration, FAM/BHQ fluorescence | inhibition, % at 10.4 µM | hit rate 0.14% among 360,000 | AID 602329;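 active = mean normalized replicate activity at least 40 and at least half of replicates scoring 40 or more; inconclusive = only one of the two criteria met; inactive = mean below 40 and under half of replicates reaching 40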;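 also: 0% = median of neutral control wells and 100% = median of positive control wells; inhibitors cause a drop in the FAM fluorescence signal; in these data hits start at about 50%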
XiGFP reactiv = reactivates the inactive X chromosome in mouse fibroblasts. AID 743238. XiGFP mouse fibroblasts, % GFP-positive cells imaging, 3 d; cells co-treated with 5-aza-dC sensitizer; scaled so ellipticine positive control = 100%. hit rate 0.055% among 360,000. activation, % at 7.58 µM;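 active = mean normalized replicate activation at least 10% and every replicate at or above 10%; inconclusive = only one of the two criteria met; inactive = mean below 10% and not all replicates reach 10%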;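 also: 0% = median of on-plate neutral control wells and 100% = ellipticine 6 µM median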
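System: 68-5-11 XiGFP fibroblast line; Timing: 3 days compound exposure; Compound dosing: one concentration, pinned; Benchmarks: positive control ellipticine, 6 µM final; Buffer or medium: DMEM containing 5-aza-dC.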
E-sel inducer = induces E-selectin expression in human endothelial cells; HUVEC E-selectin immunofluorescence imaging; normalized: neutral wells 0, TNF-alpha wells 100; hit rate 0.37% among 260,000; activation, % at 7.58 µM;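 active = mean E-selectin-positive cell signal at least 10% of the positive control, reached in at least 60% of replicates, without over 20% cell loss; inconclusive = no rule given, readout overlaps actives, possibly toxicity-flagged; inactive = the rest, including those meeting only one limit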;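 also: in these data hits start at about 27%; measured in HUVEC primary endothelial cells; signal is the percent of cells scored E-selectin positive by PE staining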
Target sequence (P16581 whole entry, looked up): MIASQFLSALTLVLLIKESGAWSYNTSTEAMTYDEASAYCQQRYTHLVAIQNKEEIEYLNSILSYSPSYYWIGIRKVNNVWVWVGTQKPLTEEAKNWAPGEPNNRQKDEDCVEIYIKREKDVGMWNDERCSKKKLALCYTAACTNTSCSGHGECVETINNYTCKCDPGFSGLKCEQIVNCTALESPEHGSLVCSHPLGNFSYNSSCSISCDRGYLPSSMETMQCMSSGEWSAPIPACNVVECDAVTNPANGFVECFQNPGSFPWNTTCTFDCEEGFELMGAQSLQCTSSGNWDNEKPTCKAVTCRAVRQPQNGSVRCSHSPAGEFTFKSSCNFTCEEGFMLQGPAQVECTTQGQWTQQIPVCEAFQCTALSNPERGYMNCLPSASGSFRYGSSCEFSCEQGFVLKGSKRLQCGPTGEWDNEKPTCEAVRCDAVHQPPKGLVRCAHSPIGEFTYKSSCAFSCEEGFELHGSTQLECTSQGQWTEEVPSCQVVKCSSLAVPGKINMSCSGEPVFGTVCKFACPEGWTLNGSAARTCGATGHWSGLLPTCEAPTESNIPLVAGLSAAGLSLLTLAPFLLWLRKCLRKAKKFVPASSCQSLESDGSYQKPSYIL
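Material: HUVEC primary endothelial cells; Amount: 3,000 cells per well; Dosing: single concentration; Medium: EGM-2 growth medium on 0.1% gelatin-coated wells; Read-out basis: percent E-selectin-positive cells; Signal: immunofluorescence imaging; Control set: TNF-alpha, DMSO.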
RAD52 anneal inh = blocks human RAD52 DNA annealing | AID 651710 | P43351 | hit rate 0.46% among 360,000 | recombinant RAD52 DNA annealing, FRET fluorescence | inhibition, % at 18.7 µM;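 active = every replicate showing at least 50% inhibition; inconclusive = mean inhibition at least 50% but not in every replicate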
F508del corr = correctors of CFTR F508del function in bronchial epithelial cells. CFBE cells, YFP halide quenching; stimulated with forskolin plus potentiator P3; % fluorescence drop versus neutral controls. activity (quench increase), % at 7.58 µM. hit rate 0.36% among 350,000;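 active = mean added fluorescence quench of at least 8% versus neutral control, with both replicates also reaching 8%; inconclusive = only one of the mean or replicate conditions met; inactive = mean below 8% and not both replicates reaching 8%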;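 also: cells transiently co-express mutant CFTR-F508del with the halide-sensitive YFP; corrector assay measuring rescue of mutant channel to the surface after 24 h compound exposure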
INS-1E GSIS act = primary screen for activators of insulin secretion dependent on glucose, INS-1E cells, GLuc reporter luminescence; INS-1E GLuc reporter insulin secretion, 2-3 h; activation, % at 16.6 µM; hit rate 0.61% among 370,000;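 active = lowest replicate activation of at least 40%, so every replicate reaches that level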;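 also: 0% = median of neutral control wells and 100% = median of IBMX positive control wells; some compounds called inactive have numbers as strong as hits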
DENV2 CPE = protects cells from dengue virus 2 cytopathic effect; DENV2-infected cells, cytopathic effect rescue, plate reader; CPE inhibition, % at 9.99 µM; hit rate 1.7% among 350,000; in the data active = CPE inhibition above about 20%, passing the limit was not always enough; inconclusive = no clear call, values can overlap the other calls; tested in BHK-21 cells;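 also: 0% = median of neutral control wells and 100% = median of positive control wells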
Active calls of the source: *; ? = inconclusive; . = no result given. Compounds were not picked by outcome. About 3.7% of those tested had a hit in this group.

SMILES | Casp6 inh | RAD54 branch | XiGFP reactiv | E-sel inducer | RAD52 anneal inh | F508del corr | INS-1E GSIS act | DENV2 CPE
O=C(CN1CCN(Cc2ccccc2)CC1)NCC1COc2ccccc2O1 (stereo not given) | 1.3 | 2.3 | . | . | -1.9 | . | -6.4 | .
CCOC(=O)c1cnc2c(Cl)cc(Cl)cc2c1NCCCN1CCOCC1 | -1.3 | 17.9 | 0.0 | . | -21.2 | -1.0 | 1.9 | -8.0
CCOC(=O)c1cccc(NC(=O)CCn2c(=O)oc3ccccc32)c1 | 1.6 | -1.0 | 0.0 | . | -5.1 | 0.1 | 6.8 | -5.4
CC1Sc2ccc(S(=O)(=O)CCC(=O)N3CCc4ccccc43)cc2NC1=O (stereo not given) | -10.8 | -0.9 | 0.0 | . | -46.4 | -3.5 | 9.4 | -0.6
COc1cc(C=NN=c2sc3ccccc3n2C)ccc1OCCO | -3.7 | . | 0.6 | -0.1 | -12.3 | -0.1 | . | -10.9
COC(=O)CN(C#N)c1nc(NC(C)C)nc(NC(C)C)n1 | -0.2 | . | 0.1 | -4.6 | -6.5 | -1.6 | 1.1 | .
Nc1c2c(nn1-c1ccc(F)cc1)CSC2 | -1.0 | 2.3 | 0.0 | 0.2 | -18.9 | 1.1 | 9.7 | 0.1
CCn1cc(C(=O)NCC2CCCO2)c(=O)c2cc(S(=O)(=O)N3CCCCCC3)ccc21 (stereo not given) | 1.3 | -7.1 | . | . | -9.7 | . | -20.3 | .
O=C(Cn1ccc(NC(=O)OCc2ccccc2)nc1=O)NCC1CCCO1 (stereo not given) | 4.4 | -3.8 | -0.3 | 0.2 | -4.6 | -2.8 | 0.2 | 1.6
Cc1cccc(C)c1N1CCN(c2n[nH]c(N)n2)CC1 | -1.7 | . | 0.0 | . | -26.6 | -0.2 | 2.1 | 2.2
CCN(CC)C(=O)c1ccc2nc([C@@H]3O[C@H](CO)[C@H](O)[C@H](O)[C@H]3O)[nH]c2c1 | 2.4 | -9.4 | 0.0 | -0.3 | -1.6 | 1.7 | 12.6 | 4.5
CCCN1CCN(C(=O)c2oc3ccccc3c2NC(=O)COc2ccc(OC)cc2)CC1 | -0.5 | 5.5 | 0.1 | . | -11.2 | 1.9 | 3.5 | -0.4
O=C(O)C1CCCN(S(=O)(=O)c2ccccc2[N+](=O)[O-])C1 (stereo not given) | 1.3 | 6.0 | 0.7 | . | -3.2 | -0.8 | 1.7 | -3.7
Cn1c2ccccc2n2c(=O)c(Cl)c(-c3ccccc3)c(C#N)c12 | . | -11.0 | -0.1 | -0.5 | . | . | 10.0 | .
COCC1=C(C(=O)OC(C)OC(=O)OC(C)C)N2C(=O)[C@@H](NC(=O)/C(=N\OC)c3csc(N)n3)[C@H]2SC1 (stereo not given in full) | . | 9.0 | 0.1 | 0.6 | -4.6 | -5.1 | . | 0.9
O=C(Nc1ccccc1)c1cc(C2CCCCN2S(=O)(=O)c2cccs2)on1 (stereo not given) | -1.8 | 4.5 | 0.0 | 0.1 | -7.3 | 2.9 | -6.4 | 5.8
C[C@H](CO)N1C[C@H](C)[C@@H](CN(C)C(=O)c2cccnc2)Oc2cc(C#CC3CC3)ccc2S1(=O)=O | 2.5 | -2.0 | -0.4 | 1.1 | 8.5 | -2.6 | 5.4 | 4.5
COc1cc(NC(=O)C2C3C=CC(C3)C2C(=O)O)c(OC)cc1Cl (stereo not given) | 0.6 | -10.7 | . | . | -11.3 | -3.1 | 2.6 | 1.2
COc1ccc(CC(=O)N/N=C(\C)CC(=O)Nc2ccc(N(C)C)cc2)cc1OC | 2.6 | . | 0.0 | 0.2 | -15.3 | 0.3 | -15.7 | 2.4
O=C(C[C@H]1CC[C@H](NS(=O)(=O)c2ccc(F)cc2)[C@@H](CO)O1)NCc1ccc(Cl)c(Cl)c1 | 1.4 | 6.6 | -0.1 | -1.4 | -3.5 | -2.4 | -13.9 | 3.8
c1ccc(Cn2cc(CCOCc3ccccn3)c3ccccc32)cc1 | -0.9 | . | 0.2 | -0.2 | -12.7 | 0.1 | . | 2.2
COc1ccc(OC)c(NCCN2C(=O)c3ccccc3C2=O)c1 | -4.0 | . | 0.0 | -0.1 | -8.9 | -0.9 | 5.9 | 6.5
Cc1ccc(S(=O)(=O)N2CC=C(C(=O)NC3CCCC3)CC2)cc1 | 3.2 | -3.0 | 0.0 | 1.6 | -11.7 | -1.6 | 2.3 | -0.9
Cc1ccc2nc(N(CCN(C)C)C(=O)c3ccc4c(c3)OCCO4)sc2c1 | -9.1 | -3.2 | 0.1 | -0.4 | -3.2 | 2.7 | -3.1 | ?
CNC(=O)C1=C[C@H](c2ccc(C(=O)OC)cc2)C[C@H](OCCCCO)O1 | 3.9 | -8.4 | . | . | -6.3 | -3.0 | . | -0.6
CCOc1ccccc1NC(=O)NC1(C(=O)NCC2CCCO2)CCCCC1 (stereo not given) | -3.0 | -0.9 | 0.0 | . | -6.3 | 3.1 | -10.2 | -5.2
CCC(C)C(NC(N)=O)C(=O)Nc1ccc(OCc2ccccc2)cc1 (stereo not given) | -2.2 | -1.3 | -0.2 | -0.2 | -8.4 | -1.1 | 9.2 | .
COCC#Cc1ccc2c(c1)O[C@@H](CN(C)C(=O)c1ccccc1F)[C@@H](C)CN([C@@H](C)CO)S2(=O)=O | -0.8 | 10.6 | -0.8 | 0.7 | 4.1 | -2.2 | 0.5 | -0.3
O=[N+]([O-])c1ccc(/C=[N+](\[O-])CCO)o1 | 14.9 | -2.3 | 0.2 | . | -12.0 | 0.3 | 23.5 | -3.7
C[C@@H]1CN([C@H](C)CO)C(=O)c2cc(NS(=O)(=O)c3cn(C)cn3)ccc2O[C@@H](C)CCCCO[C@@H]1CN(C)C(=O)NC1CCCCC1 | -0.9 | -10.2 | -1.1 | 0.1 | -11.6 | 1.5 | 6.9 | -4.0
Cc1cc(NS(=O)(=O)c2ccc(NC(=O)COc3ccccc3C(C)(C)C)cc2)no1 | 7.2 | -8.4 | 0.0 | -0.2 | -15.4 | -0.4 | . | -3.3
C[C@@H]1CCCCO[C@@H](CN(C)C(=O)Nc2ccc(C(F)(F)F)cc2)[C@@H](C)CN([C@H](C)CO)C(=O)c2cc(NC(=O)c3ccccc3)ccc2O1 | -2.4 | -8.5 | -1.1 | -0.2 | -35.3 | -0.9 | 8.6 | ?
COc1ccc(-c2cc(NC(C)=O)c3ncc(-c4cccc(C(C)=O)c4)n3c2)cc1OC | 11.4 | 1.4 | 0.1 | -0.1 | -12.5 | -1.5 | 4.6 | 48.8*
Cc1ccccc1CC(=O)OCC(=O)Nc1ccc(C)c(S(=O)(=O)N2CCCCC2)c1 | -1.0 | 8.7 | 0.3 | . | -7.0 | 2.0 | -54.9 | -4.3
O=C(C[C@H]1CC[C@H](NC(=O)c2ccc(F)cc2)[C@@H](CO)O1)NCCc1ccncc1 | -0.7 | -16.0 | -0.4 | 0.0 | 2.7 | 0.5 | 15.8 | -8.3
O=C(c1ccccc1)N(CCCl)C(=O)N(CCCl)C(=O)c1ccccc1 | . | -6.6 | 0.0 | -0.6 | -3.9 | 1.6 | 4.5 | 0.4
COc1ccc(NC(=O)N(C)C[C@H]2Oc3ccc(NS(=O)(=O)c4ccc(C)cc4)cc3CC(=O)N([C@H](C)CO)C[C@@H]2C)cc1 | . | . | -0.9 | 0.2 | . | 1.3 | 4.4 | .
Nc1nnc(SCC(=O)Nc2nccs2)s1 | 3.7 | . | 0.4 | . | -17.5 | -0.6 | 3.8 | 0.0
COc1cccc(CN2CCN(C(=O)c3ccco3)CC2)c1 | -0.3 | 14.9 | -0.1 | . | -8.3 | -1.4 | -9.9 | 4.5
COc1ccc(C2CC(c3ccccc3OC(C)=O)=NN2C(C)=O)cc1 (stereo not given) | -2.0 | . | -0.1 | . | -1.7 | . | 5.1 | 3.5
CC(C)c1ccc(NC(=O)CN2C(=O)NC(C)(C3CC3)C2=O)cc1 (stereo not given) | 1.4 | 2.0 | 0.0 | . | -12.2 | -0.8 | -13.8 | -2.0
COc1cccc(-n2nc(C(C)=O)c(=O)[nH]c2=O)c1 | -1.7 | -6.0 | 0.2 | . | -13.1 | 0.8 | -43.2 | 6.2
CSc1nnc(CCNC(=O)OC(C)(C)C)o1 | -0.6 | -2.7 | 0.1 | 0.3 | 3.1 | 0.2 | 6.1 | -3.6
COc1ccc(CCNC(=O)C2CCCN(S(=O)(=O)N3CCCCCC3)C2)cc1OC (stereo not given) | 1.3 | -3.8 | 0.0 | . | -13.3 | -0.1 | -0.7 | -1.7
O=C1/C(=C\c2ccc(Br)o2)Cc2ccccc21 | . | 4.1 | 0.0 | 0.0 | . | . | 7.7 | .
Cc1[nH]c2ccccc2c1CCNC(=O)c1ccc2nccnc2c1 | -1.0 | 2.2 | 0.1 | . | -20.4 | 0.5 | 4.8 | -5.8
CC1=NOC(=O)/C1=C/c1ccc(O)c(Cl)c1 | 0.4 | -10.5 | 0.0 | 0.0 | -75.6 | -2.1 | 15.1 | 1.7
CCOc1ccc2nc(SCC(=O)NCc3ccc(OC)c(OC)c3)[nH]c2c1 | -0.4 | 3.6 | 0.1 | -1.9 | -10.7 | -1.4 | 6.5 | -3.6
Cc1c(C(=O)N2CCN(Cc3ccc4c(c3)OCO4)CC2)sc2ncnc(N3CCN(c4ccccc4)CC3)c12 | -1.9 | -6.0 | 0.1 | . | -9.9 | 1.2 | 12.5 | 9.7
Cc1ccc(C)c(NS(=O)(=O)c2ccc3c(c2)NC(=O)CO3)c1 | 1.7 | 8.2 | 0.4 | ? | -10.6 | 1.3 | 11.6 | 3.4

Next part
SMILES | Casp6 inh | RAD54 branch | XiGFP reactiv | E-sel inducer | RAD52 anneal inh | F508del corr | INS-1E GSIS act | DENV2 CPE
Cc1ccc(S(=O)(=O)Nc2ccc3c(c2)C(=O)N([C@H](C)CO)C[C@@H](C)[C@H](CN(C)Cc2ccc(C(=O)O)cc2)O3)cc1 | -0.9 | -5.4 | -0.1 | 0.8 | 2.4 | -1.0 | -0.8 | 4.0
O=C(N[C@H]1CC[C@H](CCNS(=O)(=O)c2ccccc2)O[C@@H]1CO)c1cnccn1 | 0.6 | -1.6 | -0.5 | -0.8 | -16.8 | 4.2 | 13.0 | 10.7
Cc1ccccc1OCC(=O)NNC=O | 1.1 | 3.9 | 0.0 | . | -9.2 | -3.4 | . | 2.7
Oc1ccc(Nc2ncnc3scc(-c4ccccc4)c23)cc1 | -3.0 | -2.0 | 0.4 | . | -21.1 | . | 0.7 | 7.0
COc1ccc([C@H]2CC(=O)C=C(c3cc4ccccc4c4ccccc34)C2)cc1 | -0.1 | 5.5 | 0.1 | -0.2 | -5.5 | -2.4 | -5.5 | ?
C[C@H](CO)N1C[C@H](C)[C@@H](CN(C)S(=O)(=O)c2ccc(Cl)cc2)Oc2ccc(NC(=O)CCC(F)(F)F)cc2C1=O | -0.6 | 6.3 | -0.8 | 0.2 | 2.0 | 0.3 | -0.9 | -3.2
FC(F)(F)c1ccc(Cl)c(Nc2nnc(-c3ccncc3)s2)c1 | -1.1 | -8.5 | -0.1 | . | -8.8 | 2.7 | 10.3 | -9.2
C=CCNC(=S)NCCCCC1NC(=S)N(CC=C)C1=O (stereo not given) | -0.8 | . | -0.1 | -0.2 | -4.8 | -1.5 | -11.4 | -1.4
